# ER stress surv = ER stress cell death inhibition; CSM14.1 thapsigargin ER stress survival, ATP luminescence; relative survival (cellular ATP), % at 15 µg/mL (by protocol); 0.33% of 48,000 active;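 active means survival measured by cellular ATP above 50% at 15 µg/ml in the first screen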;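 further: cell death triggered by about 15 µM thapsigargin; ATP read 24 h after thapsigargin was added; plate controls were thapsigargin with DMSO for no effect and DMSO without thapsigargin for full effect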
# * hit, by the source's call. Not all compounds are listed (hit frequency here may not be typical).
SMILES,ER stress surv
O=C1C(=O)N(c2cccnc2)C(c2ccc3c(c2)OCO3)/C1=C(\O)c1ccc(Cl)cc1 (stereo not drawn),10.8
C=CCN1C(=O)/C(=C\c2cc(I)c(O)c(OC)c2)C(=O)NC1=S,4.5
COC(=O)c1c(NC(=O)c2cncc(Br)c2)sc2c1CCC(C)C2 (stereo not drawn),5.9
O=C(c1ccc([N+](=O)[O-])cc1)N1CCN(C(=O)c2cccs2)CC1,-1.1
On1c(-c2ccccc2F)nc2c1CCc1nonc1-2,10.7
CCCCn1c(/N=C/c2ccc3c(c2)OCO3)nc2ccccc21,-1.9
Cc1nc2cc(Nc3nnc(-c4ccccc4)c4ccccc34)ccc2n1C,-6.0
Cc1ccc(-c2nc3ccccn3c2NC(=O)c2ccccc2)cc1,2.4
O=C(NCc1ccc2c(c1)OCO2)c1ccc(C#Cc2ccccc2)cc1,9.0
CCOC(=O)C1=C(C)N=c2s/c(=C/c3ccc(C)cc3)c(=O)n2C1c1ccccc1 (stereo not drawn),7.8
Cc1cc(/C=C2\C(=O)NC(=O)N(c3cccc(F)c3)C2=O)c(C)n1-c1cccnc1,9.7
Cc1cc(NC(=O)c2cccc(Br)c2)ccc1-c1cc2ccccc2oc1=O,3.0
CC1(C)Cc2c(sc3ncnc(NCc4ccccc4)c23)CO1,-2.0
COc1cc(C=C2C(=O)N(C)C(=O)N(C)C2=O)cc(Cl)c1OCCOc1ccccc1,-2.2
O=C(NCCC1=CCCCC1)c1ccc([N+](=O)[O-])cc1,10.5
CCOc1ccc(/C=N\N2CCN(c3ccccc3OC)CC2)cc1,-4.9
CC(C(=O)Nc1ccc(NC(=O)c2cccc(Cl)c2)cc1)(c1ccccc1)c1ccccc1,1.3
CCCCOc1ccc(C(=O)Nc2ccccc2-c2nc3ccccc3s2)cc1,3.1
O=C(Oc1ccc([N+](=O)[O-])c(Cl)c1)c1c(F)cccc1F,0.4
CC(C)Cc1ccc(C(=O)NCC2OCCc3ccccc32)cc1 (stereo not drawn),-5.9
COc1ccc(CSc2nnnn2-c2ccccc2)cc1,11.2
O=C(c1cnn2c(C(F)(F)F)cc(-c3ccc4c(c3)OCO4)nc12)N1CCOCC1,10.8
Nc1ccc2nc(SCC(=O)N3CCOCC3)sc2c1,-1.6
CCN(CC)S(=O)(=O)c1ccc(Cl)c(C(=O)Oc2ccc([N+](=O)[O-])cc2)c1,19.0
N#Cc1c(/N=C/N2CCCC2)sc2c1CCCC2,12.8

# Taken from above:
# In ER stress surv, COc1ccc(CSc2nnnn2-c2ccccc2)cc1 reads 11.2
# In ER stress surv, CCCCOc1ccc(C(=O)Nc2ccccc2-c2nc3ccccc3s2)cc1 reads 3.1
# In ER stress surv, CC(C)Cc1ccc(C(=O)NCC2OCCc3ccccc32)cc1 (stereo not drawn) reads -5.9

# Remaining list, next part.
SMILES,ER stress surv
Cc1ccc(N2C(=O)CC(NCc3ccc(F)cc3)C2=O)cc1 (stereo not drawn),-5.5
CC(=O)N(C)c1ccc(NC(=O)/C=C/c2ccccc2)cc1,12.2
CCCc1nc2c(o1)CC(CC(C)SCC)CC2=O (stereo not drawn),5.0
CCCCCCOc1ccc(N2C(=O)CC(NCc3ccc(OC)cc3)C2=O)cc1 (stereo not drawn),11.0
O=c1nc(N2CCOCC2)nc(N2CCOCC2)[nH]1,7.0
C=CCSc1nc(N)c2c3c(sc2n1)CCCC3,3.0
O=C(NCc1ccccc1Cl)c1cccc(I)c1,1.4
Cn1c(CN2CCCC2)c(-c2ccccc2)c2cc([N+](=O)[O-])ccc21,-5.2
COc1cc(OC)c(C2N(Cc3ccccc3)CCN2Cc2ccccc2)cc1Br,-8.8
Cc1ccc(OCC(=O)N/N=C\C=N/NC(=O)COc2ccc(C)cc2)cc1,3.0
O=C1c2cccc3c([N+](=O)[O-])ccc(c23)C(=O)N1n1cnnc1,-0.4
COc1cc(/C=C2/SC(=S)N(C)C2=O)cc(Br)c1OCc1ccc(F)cc1,-0.4
CCc1ccc(NC(=O)C(=O)NCCN2CCN(C(=O)c3ccccc3Br)CC2)cc1,-1.4
CN(CCO)CCOCCOc1ccc(C(C)(C)C)cc1,-3.0
CCCCOC(=O)c1ccc(NC(=O)CSc2nnc(-c3ccco3)n2-c2ccccc2)cc1,11.3
CCN1C(=O)/C(=C\c2ccccc2)C(C(=O)OC)=C1C,3.0
CCOC(=O)N1CCN(C(=O)Nc2cccc3ccccc23)CC1,-2.8
COc1ccc(-n2cnc3sc(C)c(C)c3c2=O)cc1,11.4
O=[N+]([O-])c1ccc(N[C@@H]2OC[C@@H](O)[C@H](O)[C@@H]2O)cc1,4.3
O=C(Nc1ccc(F)cc1)c1ccc([N+](=O)[O-])cc1,0.4
COc1cc(C2=Nc3ccc(Br)cc3C(c3ccccc3)N2CC(=O)NN)cc(OC)c1OC (stereo not drawn),3.9
CCOC(=O)/C=C/C(=O)Nc1sc(C)c(C)c1C(N)=O,12.0
O=C(Cn1cc(/C=C2\SC(=S)NC2=O)c2ccccc21)Nc1ccccc1,0.3
O=P(c1ccccc1)(c1ccccc1)c1nc(-c2ccc(Cl)cc2)oc1N1CCOCC1,6.7
O=C(COc1ccc(Cl)cc1Br)N/N=C/c1cccc(OC(=O)c2ccc3c(c2)OCO3)c1,13.7
# The list goes on:
SMILES,ER stress surv
CCCCOc1ccccc1NC(=O)c1cc(OC)c(OC)c(OC)c1,8.2
COc1ccc(N2C(=O)C3C(c4ccccc4Cl)OC4(C(=O)c5ccccc5C4=O)C3C2=O)c(OC)c1 (stereo not drawn),3.6
O=C(/C=C/c1ccc([N+](=O)[O-])cc1)Nc1ccc2c(c1)OCO2,3.0
O=C(c1ccccc1)c1ccc(O)c(O)c1,-2.9
Cc1cc(Cl)ccc1NC(=O)C1CCCN1C(=O)OC(C)(C)C (stereo not drawn),0.6
O=C(CCc1ccccc1)NCc1ccc2c(c1)OCO2,15.4
NNC(=O)CNC(c1ccccc1)c1cc(Br)ccc1NC(=O)CN1CCOCC1 (stereo not drawn),-2.5
CCc1cccc(C)c1NC(=O)COc1ccc(C)cc1C,3.7
CC(C)C12CC3CC(CC(C(=O)NN)(C3)C1)C2,4.7
CC(=O)Nc1ccc(NC(=O)CN2C(=O)c3ccccc3C2=O)cc1,0.7
COc1ccc(OC)c(Nc2ccc3ccccc3n2)c1,1.5
O=[N+]([O-])c1ccccc1/C=N/Nc1nnc(-c2ccccc2)c(-c2ccccc2)n1,0.1
COc1ccc(S(=O)(=O)Nc2cc(Br)c(O)c(Br)c2)cc1,-0.6
Cc1nc2cc(S(=O)(=O)N(C)C)ccc2n1-c1ccccc1,7.1
Cc1cc(Nc2ccccc2)n(C(=O)c2ccc([N+](=O)[O-])cc2)n1,3.5
Cc1ccccc1OCCOc1cccc(/C=C2/SC(=S)N(C)C2=O)c1,14.3
Cn1c(=O)c2c(ncn2CC(=O)Nc2ncccn2)n(C)c1=O,6.8
COc1ccc(OCC(=O)N2CCN(c3ccc([N+](=O)[O-])cc3)CC2)cc1,5.9
Cc1ccc(N(CC(=O)Nc2c(C)n(C)n(-c3ccccc3)c2=O)S(=O)(=O)c2ccccc2)cc1,1.8
O=C(Cc1ccccc1)Nc1nc(-c2ccc3c(c2)Cc2ccccc2-3)cs1,6.8
O=[N+]([O-])c1ccc(-c2ccc(/C=C/c3ccncc3)o2)cc1,-3.5
COc1ccccc1NC(=O)C(=O)N/N=C/c1ccc(C(=O)O)cc1,11.0
NC1=C(Cl)C(=O)c2c(cccc2[N+](=O)[O-])C1=O,-12.4
COc1ccc(S(=O)(=O)Nc2ccc3ccccc3c2)cc1OC,-4.3
O=C1CSC(c2ccc(Cl)c(Cl)c2)N1CC12CC3CC(CC(C3)C1)C2 (stereo not drawn),5.4

# Shown with tabs: entries from further up.
SMILES	ER stress surv
CCCCOc1ccccc1NC(=O)c1cc(OC)c(OC)c(OC)c1	8.2
COc1ccc(N2C(=O)C3C(c4ccccc4Cl)OC4(C(=O)c5ccccc5C4=O)C3C2=O)c(OC)c1 (stereo not drawn)	3.6
O=C(/C=C/c1ccc([N+](=O)[O-])cc1)Nc1ccc2c(c1)OCO2	3.0
O=C(c1ccccc1)c1ccc(O)c(O)c1	-2.9
Cc1cc(Cl)ccc1NC(=O)C1CCCN1C(=O)OC(C)(C)C (stereo not drawn)	0.6
O=C(CCc1ccccc1)NCc1ccc2c(c1)OCO2	15.4
NNC(=O)CNC(c1ccccc1)c1cc(Br)ccc1NC(=O)CN1CCOCC1 (stereo not drawn)	-2.5

# Returning to the listing; the two compounds before the break are reprinted first.
SMILES,ER stress surv
COc1ccc(S(=O)(=O)Nc2ccc3ccccc3c2)cc1OC,-4.3
O=C1CSC(c2ccc(Cl)c(Cl)c2)N1CC12CC3CC(CC(C3)C1)C2 (stereo not drawn),5.4
O=C(c1ccccc1F)N1CCN(S(=O)(=O)c2ccccc2)CC1,-1.9
O=C(Nc1cccc([N+](=O)[O-])c1)c1ccc(Br)c(S(=O)(=O)NC2CCCCC2)c1,10.1
CC(=NC1CCCCC1)C1=C(O)c2ccccc2C1=O,1.4
COC(=O)CNC(=O)c1cccc([N+](=O)[O-])c1,6.7
Cc1cccc(OCC(=O)NC2C3CC4CC(C3)CC2C4)c1 (stereo not drawn),1.8
CC(=O)c1ccc2c(c1)C1C=CCC1C(c1ccc([N+](=O)[O-])cc1)N2 (stereo not drawn),7.1
O=C1CC(c2ccccc2)CC2=C1C(c1ccc(F)c(Br)c1)Nc1ccccc1N2 (stereo not drawn),6.4
N#C/C(=C\c1ccc(-c2ccccc2[N+](=O)[O-])o1)c1nn(-c2ccccc2)c(N)c1C#N,8.3
COc1ccc(N2COc3ccc4c5c(c(=O)oc4c3C2)CCC5)cc1,4.9
COc1ccc(OC)c(NC(=S)NC(NC(=O)c2cccc(C)c2)C(Cl)(Cl)Cl)c1 (stereo not drawn),-1.4
Cc1ccc(C23CC4CC(CC(C(=O)Nc5ccccn5)(C4)C2)C3)cc1,2.3
O=c1c2c(nc3cc(-c4ccc(Cl)cc4)[nH]n13)CCS2,1.6
O=C(Nc1cccc(NS(=O)(=O)c2ccccc2)c1)c1ccccc1Cl,-2.4
O=C1C2C3C=CC(C4CC34)C2C(=O)N1c1ccccc1Cl (stereo not drawn),1.9
c1cc(CSc2nc3ccccc3[nH]2)nc(CSc2nc3ccccc3[nH]2)c1,20.6
COc1ccc2nc(SCC(=O)Nc3ccccc3)[nH]c2c1,5.8
O=C1C2ON(c3ccc(Cl)cc3)C(c3cc(Br)ccc3O)C2C(=O)N1c1ccccc1 (stereo not drawn),2.6
Fc1cccc(Cl)c1Cc1noc(-c2ccccc2Br)n1,4.8
CCOc1ccc(S(=O)(=O)Nc2ccc(Cl)cc2)cc1,5.3
O=C1NC(=O)N(c2ccc(Cl)cc2)C(=O)/C1=C/c1ccc(O)c(Cl)c1,2.8
O=c1c(/C=C(\O)c2ccccc2)nc2ccccc2n1-c1ccccc1,-2.6
COc1ccc(N2C(=O)/C(=C/c3ccc(OCc4ccccc4F)c(OC)c3)C(=O)NC2=S)cc1,8.2
NNC(=O)CCc1nc2ccccc2[nH]1,4.6
Cn1c(-n2c(CCN3C(=O)c4ccccc4C3=O)nc3ccccc3c2=O)nc2ccccc21,8.8
N#C/C(=C/c1ccc(Sc2ccccc2)o1)C(=O)NCc1ccccc1,2.5
# Continued:
SMILES,ER stress surv
CCOC(=O)c1c(NC(=O)C2(C)CC2(Br)Br)sc(C)c1-c1ccccc1 (stereo not drawn),10.3
O=C1NC(=S)S/C1=C/c1ccc(O)c(Br)c1,-3.8
O=C(Nc1ccc(F)c([N+](=O)[O-])c1)c1cccc2ccccc12,0.0
c1cncc(CN2CCN(Cc3c[nH]c4ccccc34)CC2)c1,0.0
COc1cccc(C2C(C(C)=O)=C(O)C(=O)N2CCN2CCNCC2)c1 (stereo not drawn),10.3
O=C(CSc1nc2ccccc2s1)Nc1ccccc1F,2.3
CCN(CC)C(=O)CSc1nc(O)cc(=O)[nH]1,3.5
CCOC(=O)c1c(-c2ccccc2)oc2cc(Br)c(OCC(N)=O)cc12,3.3
O=C(Nc1cc(C(=O)Nc2ccc(Cl)cc2)cc(C(=O)Nc2ccc(Cl)cc2)c1)c1ccc([N+](=O)[O-])cc1,12.7
COc1ccc2c(c1)CC(C1(O)C(=O)N(C)c3ccccc31)C2=O (stereo not drawn),5.2
COc1ccccc1Nc1ncc(F)c(N2CCOCC2)n1,5.2
CCNC(=S)NNC(=O)c1cccc(Br)c1,0.8
CCOc1ccc(C(=O)N2CCOCC2)cc1,6.3
O=C(O)CCCC(=O)N1N=C(c2ccc(Br)cc2)CC1c1ccco1 (stereo not drawn),10.2
O=c1c2c(nc3cc(-c4cccc(Cl)c4)[nH]n13)CCCC2,2.1
CCCCCCCNC1CC(=O)N(c2ccc(Cl)cc2)C1=O (stereo not drawn),0.9
O=C(Nc1ccc(N2CCCCC2)cc1)c1cccs1,-2.2
C=C(C)c1ccccc1NC1=NS(=O)(=O)c2ccccc21,2.7
Cc1nnc(SCC(=O)N2c3cc(C)c(C)cc3-c3c(ssc3=S)C2(C)C)s1,7.9
O=C1NC(=O)C(=Cc2ccc(-c3cc(Cl)c([N+](=O)[O-])cc3Cl)o2)C(=O)N1,-14.8
CCN(CC)CCOCCOc1ccc(Cl)cc1Cl,-21.0
Cc1cccc(C)c1NC(=S)NC(=O)c1ccco1,4.0
COc1cccc(NC(=O)CN(c2ccc(OC)cc2OC)S(=O)(=O)c2ccc(C)cc2)c1,3.3
CC1=C(C#N)c2nc(N)c(C#N)c(C)c2/C1=C\c1ccc(-c2cccc([N+](=O)[O-])c2)o1,0.8
CCOCCOC(=O)C1=C(C)NC2=C(C(=O)CC(C)(C)C2)C1c1cccc(Cl)c1Cl (stereo not drawn),-0.8
# Carrying on.
SMILES,ER stress surv
CCOc1ccccc1C(=O)Nc1sc2c(c1C#N)CCCC2,7.4
Cn1c(SCC(=O)Nc2ccccc2)nc2ccccc21,13.3
O=C(CSc1nc2ccccc2s1)NNC(=S)NC1CCCCC1,5.2
CCOC(=O)c1c(NC(=S)Nc2ccccc2)sc2c1CCN(CCc1ccccc1)C2,-10.8
CN(C)c1cccc(NC(=O)c2ccccc2-c2ccccc2)c1,16.3
CCCOC(=O)c1ccc(NS(=O)(=O)c2ccc(Cl)cc2)cc1,3.9
CCOC(=O)c1c(NC(=O)c2ccc(C)cc2)sc(C(=O)Nc2ccccc2C(F)(F)F)c1C,-0.1
O=C(NC(NC(=S)Nc1ccccc1I)C(Cl)(Cl)Cl)c1cccc([N+](=O)[O-])c1 (stereo not drawn),-1.0

# High-throughput results: PubChem BioAssay, Sanford-Burnham Center for Chemical Genomics
